From PubChem
HTR5A ag = activates human HTR5A in OPRM1-OPRD1 agonist counter-screen; 340,000 compounds, 0.61% hits; activation, % at 9.3 µM; HTR5A agonist assay, luminescence, cell-based; P47898; AID 504692; in the data active means activation mostly above about 9.5%, no sharp cut-off; inactive means mostly below about 7.6%;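 further: 0% = cells with vehicle only and 100% = reference agonist; strong numbers were not always called active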
Target sequence (P47898 whole entry, looked up): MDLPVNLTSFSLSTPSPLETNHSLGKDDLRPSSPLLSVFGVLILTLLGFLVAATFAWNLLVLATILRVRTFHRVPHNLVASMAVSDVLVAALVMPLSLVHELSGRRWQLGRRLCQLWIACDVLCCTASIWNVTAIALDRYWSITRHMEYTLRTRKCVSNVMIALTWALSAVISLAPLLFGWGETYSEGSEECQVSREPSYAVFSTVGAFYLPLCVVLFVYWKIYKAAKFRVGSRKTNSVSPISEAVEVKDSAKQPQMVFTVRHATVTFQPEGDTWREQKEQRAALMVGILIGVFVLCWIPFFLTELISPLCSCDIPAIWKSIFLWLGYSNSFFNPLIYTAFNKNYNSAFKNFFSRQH
PKA-R1A activ = PKA-R1A complex activation; 340,000 compounds, 0.083% hits; AID 504707; activation, % at 11.4 µM; P00514+P68181; PKA-R1A dissociation, Cy5-IP20 fluorescence polarization; scaled: DMSO 0%, 113 µM cGMP 100%;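 active means percent activation above the mean of all tested compounds plus 3 SD, cut at about 19% in these data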;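 further: higher means more PKAc released from R1A so a rise in polarization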
CDK5 p35 inh = blocks human CDK5/p35 kinase activity. AID 488839. Recombinant CDK5/p35, ADP-Glo luminescence, 60 min. 330,000 compounds, 0.01% hits. inhibition, % at 10 µM. Q00535+Q15078;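 active means highest replicate inhibition of at least 50% and at least 75% of replicates reaching 50%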;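 further: plate controls were DMSO neutral control for no effect and GW8510 at 10 µM for full effect; many of its hits are not listed in these tables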
DAGLB inhibitor = blocks human DAGLB lipase activity; HEK293T DAGLB membrane lysate, EnzChek fluorogenic substrate; inhibition, % at 5.17 µM; Q8NCG7; 340,000 compounds, 0.059% hits; in the data active means inhibition above about 34%;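 further: 0% = enzyme with vehicle and 100% = wells lacking enzyme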
Target sequence (Q8NCG7 whole entry, looked up): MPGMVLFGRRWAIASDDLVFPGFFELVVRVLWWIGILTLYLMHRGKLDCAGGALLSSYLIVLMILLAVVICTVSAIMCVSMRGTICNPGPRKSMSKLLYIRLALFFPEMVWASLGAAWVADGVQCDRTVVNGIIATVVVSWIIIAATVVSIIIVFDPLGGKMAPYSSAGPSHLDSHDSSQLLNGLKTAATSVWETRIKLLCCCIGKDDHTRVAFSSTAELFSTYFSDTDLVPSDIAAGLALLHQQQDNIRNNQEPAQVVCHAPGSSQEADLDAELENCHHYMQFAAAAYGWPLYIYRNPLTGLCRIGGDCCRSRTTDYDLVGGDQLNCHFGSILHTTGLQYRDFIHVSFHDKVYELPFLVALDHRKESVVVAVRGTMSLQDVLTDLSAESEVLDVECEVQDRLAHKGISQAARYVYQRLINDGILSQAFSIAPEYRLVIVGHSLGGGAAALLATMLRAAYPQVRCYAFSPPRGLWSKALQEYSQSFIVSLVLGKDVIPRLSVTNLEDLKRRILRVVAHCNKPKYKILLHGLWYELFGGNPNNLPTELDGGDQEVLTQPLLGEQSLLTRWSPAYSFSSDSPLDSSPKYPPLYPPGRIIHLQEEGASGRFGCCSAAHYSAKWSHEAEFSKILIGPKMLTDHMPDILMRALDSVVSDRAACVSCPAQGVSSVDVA
SUMO Mot1 rescue = SUMOylation pathway inhibition by Mot1-301 growth rescue | growth rescue, % at 18.8 µM | 320,000 compounds, 1% hits | S. cerevisiae Mot1-301 growth rescue, ATP luminescence, 38.5C; percent above DMSO median, 100 means doubled;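 active means every valid replicate shows activation above 250% relative to neutral control wells; inactive means the rest, any valid replicate at or below 250%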;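 further: OY570 slx delta 5 strain wells were the positive control but not used for scaling; some compounds called inactive have numbers as strong as hits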
E coli growth = counter-screen for AddAB inhibitors: E. coli growth inhibition | 330,000 compounds, 0.27% hits | E. coli V3065 growth, OD600 absorbance, 18 h | inhibition, % at 11.9 µM;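 active means inhibition above the campaign's mean inhibition across all tested compounds plus 3 SD, cut at about 9.9% in these data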;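 further: uninfected addAB+ strain grown without phage in ampicillin broth; 0% = DMSO wells and 100% = ciprofloxacin 0.95 µg/ml wells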
Tat transport = inhibitors of E. coli Tat protein transport. AID 488895. 340,000 compounds, 0.036% hits. inhibition, % at 10 µM. E. coli MC4100 TorA-mCherry Tat export, fluorescence;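 active means mean replicate inhibition at least 50% and at least half of replicates individually reaching 50%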;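 further: exported cargo escapes ClpAP degradation while cytoplasmic cargo is degraded and loses fluorescence; 0% = median of neutral control wells and 100% = median of NaSCN control wells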
AddAB inh = less growth of phage-infected E. coli with AddAB | E. coli expressing H. pylori AddAB, absorbance growth | inhibition, % at 11.9 µM | 330,000 compounds, 0.29% hits | AID 435030; in the data active means inhibition above about 12%;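 further: 0% = vehicle wells of infected cells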
PKA-R2B activ = activates the human PKA-R2B holoenzyme complex. activation, % at 11.4 µM. AID 504700. PKA-R2B holoenzyme dissociation, Cy5-IP20 fluorescence polarization; R2B truncated from residue 108, S112A mutant; 0% DMSO only, 100% 113 µM cGMP. P22694+P31323. 340,000 compounds, 0.079% hits;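 active means activation above a cutoff set at the mean over all compounds plus 3 SD, cut at about 18% in these data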;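 further: higher means more holoenzyme dissociation and a rise in polarization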
phage Ecoli inh = E. coli growth loss with phage present | growth absorbance | inhibition, % at 11.9 µM | 360,000 compounds, 0.26% hits; in the data active means inhibition above about 11%
HTR5A inv ctr = HTR5A inverse agonism, opioid heterodimer counter-screen; P47898; HTR5A cell line, luminescence; inhibition, % at 9.3 µM; 340,000 compounds, 0.083% hits; in the data active means inhibition mostly above about 23%, no sharp cut-off; inactive means mostly below about 18%;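 further: 0% = cells with DMSO and 100% = no-cell wells with DMSO; some compounds called inactive have numbers as strong as hits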
* marks the source's active call; other numbers are inactive results; / = not tested or not shown.

SMILES | HTR5A ag | PKA-R1A activ | CDK5 p35 inh | DAGLB inhibitor | SUMO Mot1 rescue | E coli growth | Tat transport | AddAB inh | PKA-R2B activ | phage Ecoli inh | HTR5A inv ctr
Cc1nnc2sc(SCC(=O)N3CCC(C)CC3)nn2c1=O | 2 | -3 | 1.1 | -3 | -9 | 3.0 | -1 | -0.7 | 5 | 0.9 | 3
O=c1cc2ncc(-c3[nH]ncc3[N+](=O)[O-])cn2[nH]1 | 5 | -13 | 0.2 | 2 | 291 | -0.2 | 4 | 2.1 | 6 | 0.1 | -15
CCc1nn(CC(=O)NCCCN2CCOCC2)c(=O)c2cc3cc(F)ccc3n12 | -3 | -1 | -0.7 | 1 | -2 | -1.9 | 6 | 4.4 | 2 | -2.2 | 6
O=C(NC1CCCCCC1)C1c2ccccc2C(=O)N1Cc1ccco1 (stereo unspecified) | 0 | 12 | 0.4 | -1 | -5 | 0.2 | -6 | 2.2 | -3 | 0.0 | 1
O=C(CN(Cc1ccco1)C(=O)Cn1nnc(-c2cccs2)n1)NCc1ccccc1 | 6 | -1 | -2.2 | 0 | 8 | 1.1 | -3 | -0.3 | -2 | 1.2 | -12
O=C(NCCC1=CCCCC1)c1ccc(-n2cncn2)cc1 | 2 | 2 | -0.9 | 2 | 0 | 0.6 | -3 | 0.6 | -2 | 0.8 | -7
CC(C)C(NCC(=O)Nc1ccccc1C(=O)NC1CC1)c1ccccc1 (stereo unspecified) | -1 | -4 | -1.7 | -3 | -13 | -0.2 | 0 | -2.3 | -7 | 1.8 | 4
CCOc1ncccc1C(=O)Nc1ccc(F)c(Cl)c1 | 1 | -5 | 1.6 | 0 | -8 | 0.5 | -2 | -0.4 | 1 | 1.9 | -1
CC(C(=O)Nc1ccccc1Cl)c1ccc([N+](=O)[O-])cc1 (stereo unspecified) | 1 | -6 | 1.5 | 1 | 11 | 0.7 | -12 | 2.5 | 2 | 3.6 | 16
CCN1CCN(C(=O)C2CCN(S(=O)(=O)c3cccc4cccnc34)CC2)CC1 | 2 | 1 | -1.2 | -2 | -8 | 0.4 | 13 | 3.0 | 3 | 3.9 | -5
Cc1[nH]c(C)c(S(=O)(=O)NCCc2ccc(S(N)(=O)=O)cc2)c1C(=O)N1CCCC1 | 2 | -4 | / | 0 | -11 | -2.3 | 5 | 3.7 | -4 | 4.3 | -10
Cc1ccc(C(=O)CSc2nnc(COc3cc(C)cc(C)c3)o2)cc1 | -5 | -7 | -0.1 | -2 | 0 | -0.3 | 4 | -0.5 | 4 | 3.7 | -18
O=C(COc1ccccc1)NNC1=NS(=O)(=O)c2ccccc21 | 6 | 9 | 1.5 | 3 | 60 | 0.5 | -2 | 2.8 | -7 | 1.7 | -16
COc1ccc(S(=O)(=O)N2CCOCC2)cc1NC(=O)Cc1cccs1 | -2 | 3 | 0.0 | 0 | -3 | -4.6 | -25 | -0.3 | 7 | 1.1 | -11
COc1ccc(-n2c(=O)[nH]c3cc(C(=O)NCCc4ccc(Cl)cc4)ccc3c2=O)cc1OC | 0 | 8 | 4.2 | -4 | -5 | -1.5 | 4 | -3.0 | -9 | -0.4 | -31
COc1ccc(C(C(=O)NC(C)(C)C)N(Cc2ccco2)C(=O)CCC(=O)Nc2ccccn2)cc1 (stereo unspecified) | 5 | 5 | -5.5 | 2 | -1 | 0.1 | 8 | 2.5 | -7 | 2.5 | 6
COc1ccc(-c2csc(NC(C)c3nc4cc(C(F)(F)F)ccc4n3CCOCCO)n2)cc1 (stereo unspecified) | 3 | -7 | 0.6 | 1 | -15 | -3.4 | 3 | 1.3 | -5 | 0.9 | 13
Cc1nn(-c2ccc(F)cc2)c(N)c1C1(O)C(=O)Nc2ccccc21 (stereo unspecified) | 1 | -7 | 0.9 | 1 | -2 | 1.6 | -9 | 3.9 | -5 | 4.2 | 7
COc1ccc(CCNC(=O)c2ccccc2NS(=O)(=O)c2cc(C(=O)O)ccc2OC)cc1 | -6 | -10 | -1.3 | -2 | -9 | -2.1 | -1 | -0.5 | -6 | -0.5 | 17
Cc1nc2c(c(=O)n1CCC(C)C)c1nc3ccccc3nc1n2CC1CCCO1 (stereo unspecified) | -2 | 0 | -2.5 | -5 | 104 | -2.2 | 3 | 1.3 | -14 | 2.2 | -9
Cc1ccc(C2C3=C(CCCC3=O)OC3=C2C(=O)CCC3)cc1 | 2 | 0 | 1.7 | 0 | -9 | 0.3 | -3 | -0.3 | 3 | 3.8 | -7
COc1cc(NC(=O)c2cc(-c3cccs3)on2)cc(OC)c1OC | 2 | -16 | 0.2 | -7 | / | -1.9 | 7 | -0.7 | 3 | 2.4 | 9
O=C(O)CC(CC(=O)O)(C(=O)O)c1ccccc1 | 8 | -18 | -1.4 | -5 | -19 | -0.6 | -1 | 0.3 | -8 | 1.2 | -26
O=C(CNCC1(N2CCOCC2)CCCCC1)Nc1ccc(Cl)cc1 | 0 | -10 | 0.0 | -2 | -13 | 2.3 | 1 | 2.1 | -3 | 1.8 | -1
CCOc1cc(C=O)ccc1OCCSc1ccc(C)cc1 | 5 | 4 | -3.3 | -21 | -14 | 2.2 | -4 | 2.1 | 4 | 0.6 | -25
CCc1nc(NCCc2ccccn2)c2nnn(Cc3ccccc3F)c2n1 | 2 | -10 | -0.6 | 1 | / | -0.2 | 7 | -0.6 | -16 | 3.8 | -9
Cc1cc(C)c(C#N)c(Nc2ccccc2C)n1 | 1 | -2 | 0.8 | -2 | -22 | -0.9 | -3 | 4.0 | -10 | 1.3 | -3
COc1cc([N+](=O)[O-])ccc1NC(=O)CCCOc1ccc(C)cc1 | -3 | -1 | -1.6 | -16 | 5 | -0.8 | -2 | 0.2 | -10 | 3.1 | -20
CCOc1ccc(C(=O)Nc2ccc3nc(N4CCN(CC)CC4)cc(C)c3c2)cc1 | -1 | -8 | -1.0 | 1 | -13 | 1.7 | 0 | -0.3 | -4 | 4.0 | 5
Cc1cc2c(=O)n(C)c(SCC(=O)Nc3cccc(O)c3)nc2s1 | 0 | -2 | 0.5 | -2 | 2 | 0.8 | 0 | 0.7 | -11 | 2.7 | 0

Results in HTR5A inv ctr, for 2 of the compounds above:
compound	HTR5A inv ctr
CCOc1ncccc1C(=O)Nc1ccc(F)c(Cl)c1	-1
O=c1cc2ncc(-c3[nH]ncc3[N+](=O)[O-])cn2[nH]1	-15

Going on with the list.
SMILES | HTR5A ag | PKA-R1A activ | CDK5 p35 inh | DAGLB inhibitor | SUMO Mot1 rescue | E coli growth | Tat transport | AddAB inh | PKA-R2B activ | phage Ecoli inh | HTR5A inv ctr
CCOC(=O)c1c(NC(=O)c2cccs2)sc(C)c1CC | 3 | -16 | -0.6 | -23 | -2 | 0.4 | -1 | 0.3 | 5 | 0.1 | -5
COc1cc(C(=O)OCC(=O)Nc2ccc(OC(F)F)cc2)cc(OC)c1OC | 4 | -1 | 0.1 | -1 | 2 | -0.1 | -2 | 1.6 | 6 | 2.2 | 26
COc1cc(CO)ccc1OCc1nnnn1-c1ccc(C)cc1 | -2 | 9 | -0.3 | -3 | 20 | 0.0 | -8 | -1.4 | -5 | 3.5 | 5
CCC[C@@H]1Cc2ccccc2N1C(C)=O | 6 | -5 | -1.3 | 0 | 26 | -0.8 | -13 | 1.7 | 20* | 2.3 | 3
COc1cc(NC(=O)CSc2nc3[nH]ncc3c(=O)n2-c2ccc(Cl)cc2)cc(OC)c1 | 10 | -8 | 1.7 | -1 | 9 | -0.2 | 2 | 1.7 | -4 | 1.0 | -7
Cc1ccc(NCc2ccccc2)cc1 | -1 | 6 | -1.2 | -3 | 1 | 0.6 | -3 | 1.2 | -1 | -1.8 | 3
COc1ccccc1/C=C/C(=O)Nc1cccnc1 | 4 | -1 | 0.5 | -7 | -2 | -0.9 | 7 | 0.3 | -5 | 2.1 | -16
C/C(=N\Nc1nc(N2CCOCC2)nc(N2CCOCC2)n1)c1ccc([N+](=O)[O-])cc1 | 3 | 3 | 0.8 | -6 | 421 | 0.6 | -6 | 1.5 | 4 | 2.5 | -8
CCCCCCCCCCCCCCCC[n+]1ccc(/C=N/O)cc1 | 26* | 3 | -0.6 | 1 | -49 | 0.4 | -12 | 0.3 | -5 | 2.6 | -40
Nc1nnc(SCCN2C(=O)c3ccccc3S2(=O)=O)s1 | -4 | -7 | -0.7 | 3 | -17 | -0.4 | -3 | 4.2 | 4 | -0.2 | 11
COC(=O)c1ccccc1-n1c(CCC(=O)O)ccc1-c1ccc(F)cc1 | 0 | 3 | -0.1 | -2 | 4 | -0.4 | 18 | -1.4 | 12 | 2.0 | 2
CN(C)/C=N/c1ncnc2c1cnn2-c1ccc(C(F)(F)F)cn1 | -6 | -4 | -1.8 | 2 | / | / | -1 | / | 10 | -0.5 | -2
Fc1ccc(OCCOCCN2CCNCC2)cc1 | 0 | -5 | -0.1 | -5 | -12 | 0.0 | -1 | 1.0 | 5 | 0.8 | 1
CC(C)CCn1c(SCC(=O)N2CC(=O)Nc3ccccc32)nc2scc(-c3cccs3)c2c1=O | 4 | 1 | 1.6 | 1 | -6 | 0.0 | -10 | 1.7 | 0 | 2.7 | -9
CCOc1ccc(S(=O)(=O)N2CCC(C(=O)NCC(=O)Nc3cccc(Cl)c3C)CC2)cc1 | 0 | 7 | -1.9 | -1 | / | 0.9 | 4 | 0.6 | -1 | 1.2 | 12
COc1ccccc1N1CCN(C(=O)c2cc3c(=O)n(C)c4ccccc4c3n2C)CC1 | 2 | 15 | -2.5 | -2 | 5 | -2.2 | 1 | 1.9 | 1 | 2.4 | -6
COc1cccc(C(=O)N2c3ccccc3Sc3ccccc32)c1 | 1 | 10 | 1.3 | -6 | / | 1.4 | 7 | 1.0 | 5 | 4.9 | -3
CC(C)(C)NC(=O)Nc1ccc2nccnc2c1 | -12 | -4 | -0.2 | 2 | / | -0.6 | -2 | 3.5 | -1 | 4.2 | 29
Cc1onc(-c2ccc(Cl)cc2Cl)c1-c1csc(N/N=C/c2ccccc2)n1 | -2 | 4 | 2.7 | -3 | 5 | -0.1 | 3 | -1.4 | 1 | 4.4 | -20
COc1ccc(/C=N/NC(=O)C[n+]2ccccc2)c(OC)c1 | 2 | 3 | 0.9 | -3 | / | 0.6 | -5 | -1.0 | -7 | 1.2 | -20
COc1ccc(Nc2nc(-c3ccc(OC)cc3)cs2)cc1 | 1 | -3 | -1.5 | 1 | 9 | -0.3 | 7 | 1.1 | -1 | 3.8 | -7
COc1cccc(Nc2nc(C)cc(C)c2C#N)c1 | 7 | 5 | -0.4 | -5 | -4 | -0.6 | 15 | -0.7 | -2 | 1.6 | -25
c1ccc(-c2ccc(CN3C[C@@H]4C(c5ccccc5)C5(c6ccccc6)CC4(C5)[C@H]3c3ccccc3)cc2)cc1 (stereo partly specified) | 3 | -2 | 2.2 | 0 | 52 | -0.9 | -3 | 4.2 | 2 | 2.6 | -6
COc1ccc(S(=O)(=O)N(Cc2cc3ccc(OC)cc3[nH]c2=O)CC2COCCO2)cc1 (stereo unspecified) | 0 | -5 | 0.3 | -3 | -4 | -0.4 | -7 | 3.7 | -11 | 1.8 | 5
CCOC(=O)N1CCN(c2cc(=O)n(-c3cccc(C)c3)c(=O)[nH]2)CC1 | -5 | 1 | 0.9 | 1 | 123 | 0.2 | 0 | 1.7 | 3 | 0.6 | 15
